Bioassay records as filed in PubChem BioAssay.
SV40 large T antigen – SV40 large T antigen inhibitors, biochemical (AID 1903); SV40 large T antigen ATPase/helicase inhibition assay; higher % means a stronger effect; one-dose inhibition, % at 20 µM; IC50 in µM for titrated hits; 0.39% of 310,000 active; in the data active = a potency from the dose series; note: strong numbers were not always called active
GPR55 LPI antagonism – inhibition of LPI-stimulated GPR55 beta-arrestin translocation – imaging, U2OS, beta-arrestin-GFP, LPI agonist, primary screen (AID 2013) | U2OS GPR55 beta-arrestin-GFP translocation imaging, LPI antagonism; higher % means a stronger effect | one-dose inhibition, % at 10 µM; IC50 in µM for titrated hits | 0.13% of 290,000 active;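 active = spots per cell inhibited over 60%, with over 100 cells counted and total cytoplasm intensity under 500,000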;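 note: U2OS cells stably carrying GPR55 and arrestin-GFP stimulated by 5 µM LPI near EC80; imaged beta-arrestin-GFP aggregate spots per cell after agonist stimulation; plate controls were LPI-stimulated DMSO wells for no effect and DMSO wells without LPI for full effect; some results filed as inactive read as strong as hits; confirmed hits need IC50 under 10 µM and bright autofluorescent wells are also inconclusive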
NTR1 ag – agonists of NTR1, primary screen, imaging, U2OS cells, beta-arrestin-GFP, high content (AID 493036). P30989. NTR1-U2OS beta-arrestin-GFP spot imaging, agonist mode. activation, % at 20 µM. 0.17% of 330,000 active;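 active = activation at or above 40% of the spot to cytoplasm intensity ratio, with at least 20 cells analyzed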;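 note: 0% = DMSO without peptide and 100% = 100 nM NTR1 peptide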
Target sequence (P30989 whole entry, looked up): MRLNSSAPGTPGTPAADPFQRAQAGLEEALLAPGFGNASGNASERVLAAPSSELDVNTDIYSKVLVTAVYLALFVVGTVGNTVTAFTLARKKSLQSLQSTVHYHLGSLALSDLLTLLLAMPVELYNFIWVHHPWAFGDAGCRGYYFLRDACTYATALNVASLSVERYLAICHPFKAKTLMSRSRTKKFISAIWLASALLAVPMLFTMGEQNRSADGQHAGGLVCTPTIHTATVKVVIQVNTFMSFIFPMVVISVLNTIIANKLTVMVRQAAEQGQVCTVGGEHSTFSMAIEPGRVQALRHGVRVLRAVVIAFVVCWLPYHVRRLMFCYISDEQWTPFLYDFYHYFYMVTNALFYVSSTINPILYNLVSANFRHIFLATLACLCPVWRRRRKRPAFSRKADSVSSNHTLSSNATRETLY
Hep lipid drop – modulators of hepatic lipid droplet formation. AML12 mouse hepatocytes, oleate lipid droplets, BODIPY imaging. inhibition, % at 6.5 µM. 0.4% of 240,000 active. AID 1656;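 active = lipid droplet intensity inhibited by at least 50%, with more than 500 cells counted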
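material = mouse AML12 hepatocyte cell line, fixed after treatment | also added = 100 µM oleic acid challenge | doses = compound at 6.5 µM only | schedule = overnight exposure | technique = Image-based BODIPY and DAPI two-channel analysis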
GPR35 arrestin U2OS – GPR35 antagonists blocking zaprinast-driven arrestin recruitment, primary screen, imaging, U2OS, beta-arrestin-GFP, zaprinast agonist (AID 2058); U2OS GPR35 beta-arrestin-GFP translocation imaging, zaprinast antagonism; higher % means a stronger effect; inhibition, % at 10 µM; hits with a dose series show IC50 in µM; 0.052% of 290,000 active;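 active = inhibition of at least 50% with at least 30 cells and total cytoplasm GFP at most 10,000,000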
LYP phosphatase – PTPN22 lymphoid phosphatase activity blockers – biochemical, fluorescence intensity, uHTS (AID 1779); 0.054% of 290,000 active; one-dose inhibition, % at 11.5 µM; IC50 in µM for titrated hits; recombinant LYP phosphatase, fluorescence intensity; higher % means a stronger effect; in the data active = inhibition above about 50%;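 note: plate controls were vehicle with enzyme for no effect and no enzyme for full effect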
T cell modulator – modulates CD8 T cell binding to vesicles. 2C CD8+ T cell-vesicle binding, flow cytometry; active compounds read low. calls only at 7 µM. 0.068% of 330,000 active. AID 2052;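 active = response, share of CD8 T cells binding vesicles, and their 90th percentile fluorescence all below set limits, cut at about 80% in these data, passing the limit was not always enough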
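Material: murine 2C transgenic CD8+ T lymphocytes / Also added: QL9-peptide-loaded Drosophila micro-vesicles bearing Ld, ICAM-1 and B7-1 / Schedule: binding step 1.5 h, 37 °C, antibody labelling 20 min, ice / Signal: flow cytometry, PE anti-B7-1 (FL2) versus Alexa647 anti-CD8 (FL8), PFA-fixed / Evaluation: percent CD8+ FL2 mean versus row control / Benchmarks: naked versus QL9-loaded vesicles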
GPR55 activation – GPR55 agonists via beta-arrestin recruitment, primary screen, imaging, U2OS cells, beta-arrestin-GFP redistribution (AID 1961); U2OS GPR55 beta-arrestin-GFP redistribution imaging; higher % means a stronger effect; one-dose activation, % at 10 µM; EC50 in µM for titrated hits; 0.048% of 290,000 active;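 active = activation above 40% with more than 50 cells counted in the well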;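 note: U2OS osteosarcoma cells stably expressing GPR55 and beta-arrestin-GFP; plate controls were DMSO negative control for no effect and LPI positive control for full effect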
MgcRacGAP inhibition – MgcRacGAP GTPase-activating activity inhibitors, confirmation, biochemical, ADP Hunter fluorescence; MgcRacGAP-stimulated Rac1 GTP hydrolysis, ADP Hunter fluorescence; higher % means a stronger effect; GST-tagged Rac1 F28L mutant substrate; one-dose inhibition, % at 30 µM; IC50 in µM for titrated hits; 0.6% of 340,000 active;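 active = first-screen hits whose inhibition reached a set limit at any dose in the follow-up dose series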;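 note: fluorescence reports GDP produced by GAP-driven GTP hydrolysis; strong numbers were not always called active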
Hep lipid drop cells 6.5 µM – also measured in Hep lipid drop; calls as there; cell count; measured here: cell count, cytotoxicity flag;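 cells counted across two imaged fields per well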
T cell modulator vesicle-bound % – second read-out of T cell modulator, no call of its own (marks repeat the call); double positive events, %; measured here: CD8+ vesicle-bound cell fraction;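 binding gate set so that unloaded-vesicle control wells show 10% double positive cells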
NTR1 ag cell count 20 µM – further read-out of NTR1 ag, marked with its call; cell count; measured here: cell count, cytotoxicity flag
Numbers without * were called inactive; i = inactive; · = no result given; & = joins results of further samples.

SMILES	SV40 large T antigen	GPR55 LPI antagonism	NTR1 ag	NTR1 ag cell count 20 µM	Hep lipid drop	Hep lipid drop cells 6.5 µM	GPR35 arrestin U2OS	LYP phosphatase	T cell modulator	T cell modulator vesicle-bound %	GPR55 activation	MgcRacGAP inhibition
O=C(N/C(=C/c1cccnc1)C(=O)N1CCOCC1)c1ccco1	-1.2%	17.4%	-0.1	39	-9.3	526	-22.6%	-3.5%	i	43.4	0.1%	1.4%
CC(=O)C(C(C)=O)c1cc(NS(=O)(=O)c2ccccc2)ccc1NS(=O)(=O)c1ccccc1	6.5%	5.7%	0.9	51	-3.9	760	13.8%	-9.1%	i	35.7	-0.4%	12.8%
Cc1ccc(NC(=O)c2ccccc2NC(=O)Cc2ccccc2)cc1	5.6%	0.0%	-1.5	91	2.6	647	11.7%	-9.7%	i	48.5	0.8%	6.3%
Cc1ccc(Cn2nnc3c(=O)[nH]c(C4CCN(S(=O)(=O)c5ccccc5F)CC4)nc32)cc1	10.3%	-6.5%	1.5	51	9.2	769	1.3%	-1.4%	i	41.2	-0.1%	2.4%
CCCCOc1ccc(NC(=O)CN2CCN(Cc3ccccc3)CC2)cc1	11.5%	6.7%	1.7	56	14.4	808	-12.5%	-9.5%	i	32.4	-0.2%	2.9%
O=C(NCCN1C(=O)C2C3C=CC(C3)C2C1=O)Nc1cccnc1 (stereo not given)	4.4%	18.5%	-3.4	55	·	·	-6.5%	-8.9%	i	32.3	0.3%	-12.7%
CC(C)/C=N/NC(=O)c1ccc(Cl)cc1	9.2%	1.4%	2.3	82	2.3	731	0.9%	0.7%	i	54.3	0.3%	11.3%
Cc1[nH]n(-c2ccccc2)c(=O)c1/C=N/N(C)c1ccccc1	21.0%	1.5%	2.0	82	-8.1	465	2.1%	-2.2%	i	38.2	0.5%	19.3µM*
Cc1ccc(CNC(=O)C2CCCN2C(=O)Nc2ccc(F)cc2)cc1 (stereo not given)	4.8%	2.0%	-0.3	53	3.3	806	6.1%	-6.7%	i	49.9	-0.1%	4.3%
CCOC(=O)c1c(NC(=O)CCS(=O)(=O)c2ccccc2)sc2c1CCN(C(C)C)C2	2.9%	4.9%	-0.8	61	-1.1	857	-13.3%	-0.7%	i	54.7	-0.1%	9.9%
CCc1ccccc1NC(=O)NC1CCCCCCC1	16.7%	3.6%	-0.5	50	-4.7	651	4.4%	-3.8%	i	29.0	-0.1%	6.4%
c1ccc2c(-c3ccncc3)c[nH]c2c1	5.6%	-22.9%	5.7	48	·	·	22.0%	-3.3%	i	39.8	-0.2%	-2.0%
CCCOC(=O)c1cc2ccccc2oc1=O	11.6%	8.2%	1.1	54	·	·	6.2%	-6.3%	i	17.9	0.0%	13.6%
CN(C)c1ccc(/C=C/C(=O)c2cc(Cl)ccc2O)cc1	6.1%	14.3%	·	·	2.2	649	57.6%*	1.4%	i	63.3	0.0%	5.2%
c1ccc(-c2n[nH]c(-c3ccccn3)n2)nc1	10.2%&9.4%	-2.6%&10.3%	0.0&-0.1	58&54	5.4&20.3	716&809	-5.5%&-11.4%	0.4%&-3.1%	i	15.7&25.8	-0.1%&-0.1%	4.7%&4.8%
CC(C)CNC(=O)C1Nc2ccc(OC(F)(F)F)cc2C2C=CCC12 (stereo not given)	-0.3%	·	-1.4	88	·	·	·	·	i	25.1	·	9.8%
CC(C)NCC(O)c1ccc2ccccc2c1 (stereo not given)	2.8%	·	-1.8	68	·	·	·	·	i	39.4	·	6.9%
CCCNC(=O)/C=C/c1ccc(C(C)C)cc1	12.5%	-8.2%	0.9	42	16.7	699	5.2%	0.5%	i	20.2	0.4%	0.8%
CC(=O)N1c2ccc(S(=O)(=O)N3CCCC3)cc2CC1C(=O)NCc1ccc(N(C)C)cc1 (stereo not given)	7.3%	-16.4%	-0.3	42	5.7	716	7.6%	-6.3%	i	2.3	0.4%	0.5%
S=C1N(c2ccccc2)CN(C2CCCCC2)CN1c1ccccc1	-2.8%	-14.6%	-0.5	100	8.0	823	0.8%	-5.1%	i	20.3	0.0%	7.7%

6 entries from above, with two lines to a compound:
Below each SMILES: SV40 large T antigen | GPR55 LPI antagonism | NTR1 ag | NTR1 ag cell count 20 µM | Hep lipid drop | Hep lipid drop cells 6.5 µM | GPR35 arrestin U2OS | LYP phosphatase | T cell modulator | T cell modulator vesicle-bound % | GPR55 activation | MgcRacGAP inhibition
> CCCOC(=O)c1cc2ccccc2oc1=O
    11.6% | 8.2% | 1.1 | 54 | · | · | 6.2% | -6.3% | i | 17.9 | 0.0% | 13.6%
> S=C1N(c2ccccc2)CN(C2CCCCC2)CN1c1ccccc1
    -2.8% | -14.6% | -0.5 | 100 | 8.0 | 823 | 0.8% | -5.1% | i | 20.3 | 0.0% | 7.7%
> O=C(N/C(=C/c1cccnc1)C(=O)N1CCOCC1)c1ccco1
    -1.2% | 17.4% | -0.1 | 39 | -9.3 | 526 | -22.6% | -3.5% | i | 43.4 | 0.1% | 1.4%
> Cc1ccc(NC(=O)c2ccccc2NC(=O)Cc2ccccc2)cc1
    5.6% | 0.0% | -1.5 | 91 | 2.6 | 647 | 11.7% | -9.7% | i | 48.5 | 0.8% | 6.3%
> CCc1ccccc1NC(=O)NC1CCCCCCC1
    16.7% | 3.6% | -0.5 | 50 | -4.7 | 651 | 4.4% | -3.8% | i | 29.0 | -0.1% | 6.4%
> CCCNC(=O)/C=C/c1ccc(C(C)C)cc1
    12.5% | -8.2% | 0.9 | 42 | 16.7 | 699 | 5.2% | 0.5% | i | 20.2 | 0.4% | 0.8%

Later entries.
SMILES	SV40 large T antigen	GPR55 LPI antagonism	NTR1 ag	NTR1 ag cell count 20 µM	Hep lipid drop	Hep lipid drop cells 6.5 µM	GPR35 arrestin U2OS	LYP phosphatase	T cell modulator	T cell modulator vesicle-bound %	GPR55 activation	MgcRacGAP inhibition
CNC(=S)N1CCC(Cc2ccccc2)CC1	10.2%	13.3%	-0.4	61	-1.0	879	-10.8%	-5.5%	i	65.6	-0.1%	6.4%
CCOc1ccc(Nc2nc3ccccc3n3cnnc23)cc1	·	7.3%	8.1	65	7.4	698	2.6%	-1.0%	i	64.3	-0.1%	13.3%
Cc1ccc(S(=O)(=O)N(CC(=O)NCc2ccco2)Cc2ccc(F)cc2)cc1	4.7%	8.4%	2.2	52	·	·	13.2%	2.9%	i	53.7	0.1%	10.2%
O=C(O)CSc1cc(C(F)(F)F)nc(-c2ccccn2)n1	3.5%	-17.0%	-1.1	83	·	·	4.7%	-7.1%	i	24.6	-0.1%	6.6%
CCCCCNCc1ccc(Cl)cc1	5.8%	-12.8%	0.1	60	-6.6	705	-18.3%	-10.1%	i	12.0	-0.3%	4.5%
Cc1ccccc1-n1nnc2c(=O)oc3ccccc3c21	2.1%	-14.4%	23.0	42	-1.5	723	10.6%	3.3%	i	29.3	-0.1%	4.2%
N#Cc1cc2c(nc1SCC(N)=O)CCCCC2	5.3%	8.9%	-0.4	49	7.8	739	2.1%	-6.5%	i	43.4	-0.1%	-0.2%
COc1ccc(NC(=O)Cc2c(O)c3ccccc3[nH]c2=O)cc1	11.8%	15.0%	2.5	44	·	·	14.0%	-3.3%	i	12.0	0.0%	11.9%
O=C1N(c2ccccc2)c2ccccc2C1(O)C(F)(F)F (stereo not given)	6.2%	-3.6%	-0.6	90	-5.6	833	1.5%	-9.3%	i	54.4	0.0%	4.3%
O=C(c1n[nH]c(=O)c2ccccc12)N1CCOCC1	4.2%	1.2%	0.3	48	·	·	1.3%	27.9%	i	9.5	0.3%	9.4%
COc1ccc(S(=O)(=O)NCc2ccccn2)cc1	12.5%	11.5%	4.7	86	4.7	812	-5.4%	-4.9%	·	·	0.0%	7.5%
O=[N+]([O-])c1ccc(/C=N/n2cnc3ccccc32)s1	9.1%	3.9%	2.9	47	12.0	714	-0.8%	-5.0%	i	31.3	-0.2%	4.5%
Cc1ccc2c(c1)N(CC(=O)NCC1CCCO1)C(=O)CO2 (stereo not given)	5.4%	-5.2%	1.7	61	0.3	732	6.1%	-11.9%	i	26.9	-0.2%	5.0%
O=C(CSc1cccc2cccnc12)N/N=C/c1cccnc1	11.7%	12.5%	4.5	32	-16.6	725	-13.8%	-9.2%	i	38.2	0.5%	·
Cc1cc2c(=O)n(C)c(SCC(=O)NC3CCCC3)nc2s1	1.7%	·	0.7	60	·	·	·	·	i	6.6	·	11.9%
CCOc1ccc(Nc2oc(-c3cccc(Cl)c3)nc2C#N)cc1	5.9%	-4.5%	4.2	70	13.4	815	7.4%	-8.2%	i	54.4	0.2%	3.3%
Nc1ccc2nc(C(F)(F)F)[nH]c2c1	·	-1.9%	-0.8	98	0.9	715	12.2%	-11.2%	i	61.3	-0.1%	7.1%
COc1ccc([C@@H]2Sc3ccccc3NC(=O)[C@@H]2O)cc1	5.0%	·	1.5	56	·	·	·	·	i	38.5	·	3.8%
CC1CCCN(Cc2ccc(OCc3ccccc3)cc2)C1 (stereo not given)	4.0%	18.7%	0.2	74	3.2	827	-3.2%	-10.7%	i	56.8	-0.1%	1.9%
Cc1cccn2c(=O)c3cc(C(=O)NC4CCCCC4)c(=N)n(Cc4ccccc4)c3nc12	5.2%	20.3%	26.7	66	7.6	644	3.8%	-38.5%	i	39.0	9.1%	7.6%
CCOC(=O)c1c(/N=C/N(C)C)sc(C=O)c1-c1ccccc1	8.0%	-5.9%	0.0	76	-18.2	610	7.9%	-4.0%	i	58.6	1.3%	5.0%
Cc1ccc(CCNC(=O)C2CCN(S(=O)(=O)c3cccc4nsnc34)CC2)cc1	3.1%	-3.0%	0.2	67	-23.5	735	-6.8%	-1.7%	i	46.9	0.7%	6.0%
COCCc1ncc(CN2CCCC(C(=O)Nc3cccc(-c4cccc(C)c4)c3)C2)cn1 (stereo not given)	2.3%	-1.7%	0.2	57	3.7	658	0.0%	-7.0%	i	57.9	-0.1%	12.7%
O=C1NN(c2ccc(F)cc2)C(=O)/C1=C/c1cccs1	25.6%	-8.9%	4.0	41	13.1	726	3.2%	-2.5%	i	38.9	-0.1%	7.4%
